# Compound activity: PubChem, Broad Institute
# RAD54 branch: RAD54 (human) branch migration inhibition | AID 602329 | inhibition, % at 10.4 µM | hit rate 0.14% among 360,000 | RAD54 Holliday junction branch migration, FAM/BHQ fluorescence | Q92698;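 active = mean normalized replicate activity at least 40 and at least half of replicates scoring 40 or more; inconclusive = only one of the two criteria met; inactive = mean below 40 and under half of replicates reaching 40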;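 also: 0% = median of neutral control wells and 100% = median of positive control wells; inhibitors cause a drop in the FAM fluorescence signal; in these data hits start at about 50%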
# XiGFP reactiv: activators of X-chromosome reactivation in mouse fibroblasts. XiGFP mouse fibroblasts, % GFP-positive cells imaging, 3 d; cells co-treated with 5-aza-dC sensitizer; scaled so ellipticine positive control = 100%. activation, % at 7.58 µM. hit rate 0.055% among 360,000;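 active = mean normalized replicate activation at least 10% and every replicate at or above 10%; inconclusive = only one of the two criteria met; inactive = mean below 10% and not all replicates reach 10%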;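 also: 0% = median of on-plate neutral control wells and 100% = ellipticine 6 µM median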
#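 Material: SV40-immortalized XiGFP fibroblast cells, line 68-5-11 | Buffer or medium: DMEM containing 5-aza-dC | Dosing: One concentration, pinned | Times: 3 d treatment, 15 min room-temperature fixation | Controls: Ellipticine 6 µM positive control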
# E-sel inducer: E-selectin induction on HUVECs | P16581 | HUVEC E-selectin immunofluorescence imaging; normalized: neutral wells 0, TNF-alpha wells 100 | activation, % at 7.58 µM | hit rate 0.37% among 260,000;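 active = mean E-selectin-positive cell signal at least 10% of the positive control, reached in at least 60% of replicates, without over 20% cell loss; inconclusive = no rule given, readout overlaps actives, possibly toxicity-flagged; inactive = the rest, including those meeting only one limit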;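 also: in these data hits start at about 27%; measured in HUVEC primary endothelial cells; signal is the percent of cells scored E-selectin positive by PE staining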
#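 System: HUVEC / Compound: single concentration / Signal: immunofluorescence imaging / Read-out: percent E-selectin-positive cells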
# esBAF inh: inhibitors of esBAF chromatin remodeling in mouse ES cells; Bmi1-luciferase knock-in reporter, 24 h; 100% = twice the neutral-well signal; hit rate 2% among 350,000; reporter increase, % at 12.5 µM; in the data active = activation above about 40%; inconclusive = no clear call, values can overlap the other calls;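 also: 0% = median of the plate's neutral control wells and 100% = double that signal; a rise in the Bmi1 reporter signal indicates esBAF inhibition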
# S100A4 inh HTS: inhibitors of human S100A4 binding to myosin IIA peptide. P26447. S100A4/TAMRA-MyoIIA peptide fluorescence polarization. inhibition, % at 10.7 µM. hit rate 0.14% among 360,000;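 active = mean inhibition of at least 70% across replicates, with every replicate also reaching that level; inconclusive = mean inhibition reaches 70% but some replicates fall short; inactive = mean inhibition below 70%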
# Target sequence (P26447 whole entry, looked up): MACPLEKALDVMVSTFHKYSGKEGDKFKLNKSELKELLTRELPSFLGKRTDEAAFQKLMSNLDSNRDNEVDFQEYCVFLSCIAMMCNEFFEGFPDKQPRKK
#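 assay system = human S100A4 monomer with TAMRA-labelled myosin IIA peptide | also added = labelled myosin peptide probe, 5 nM | incubation = 5 min between mix addition and reading | control set = DMSO and TFP controls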
# ERp5 inh: ERp5 (human) disulfide isomerase inhibition; Q15084; ERp5 insulin aggregation, absorbance 650 nm, 90 min; inhibition, % at 9.99 µM; hit rate 0.05% among 350,000; AID 651711;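 active = mean replicate inhibition above about 25%, with every replicate also reaching it, limit read from the data, passing the limit was not always enough; inconclusive = only one of those two criteria met; inactive = neither criterion met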
# Target sequence (Q15084 whole entry, looked up): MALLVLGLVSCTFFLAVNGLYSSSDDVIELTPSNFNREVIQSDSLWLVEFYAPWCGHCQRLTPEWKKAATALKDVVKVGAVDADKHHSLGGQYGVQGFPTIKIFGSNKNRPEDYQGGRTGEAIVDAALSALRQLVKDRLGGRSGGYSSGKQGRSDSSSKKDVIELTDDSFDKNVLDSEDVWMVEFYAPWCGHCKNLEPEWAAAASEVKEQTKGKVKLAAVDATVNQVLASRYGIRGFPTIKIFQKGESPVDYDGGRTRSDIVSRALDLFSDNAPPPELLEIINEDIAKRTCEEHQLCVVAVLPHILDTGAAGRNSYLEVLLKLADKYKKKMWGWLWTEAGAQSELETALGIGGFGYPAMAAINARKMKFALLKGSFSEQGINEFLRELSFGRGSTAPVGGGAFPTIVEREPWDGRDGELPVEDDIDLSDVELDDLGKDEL
# ERAP1 inh: blocks human ERAP1 aminopeptidase activity. Q9NZ08. recombinant ERAP1, Leu-AMC fluorescence, 60 min. inhibition, % at 10.7 µM. hit rate 0.15% among 340,000;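 active = mean replicate inhibition of at least 30%, or all replicates individually reaching that 30% level; inactive = mean below 30% and not every replicate reaching it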;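 also: 0% = neutral control wells and 100% = L-leucinethiol positive control wells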
# RAD52 inh: blocks human RAD52 DNA annealing; P43351; recombinant RAD52 DNA annealing, FRET fluorescence; inhibition, % at 18.7 µM; hit rate 0.46% among 360,000;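 active = every replicate showing at least 50% inhibition; inconclusive = mean inhibition at least 50% but not in every replicate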
# Target sequence (P43351 whole entry, looked up): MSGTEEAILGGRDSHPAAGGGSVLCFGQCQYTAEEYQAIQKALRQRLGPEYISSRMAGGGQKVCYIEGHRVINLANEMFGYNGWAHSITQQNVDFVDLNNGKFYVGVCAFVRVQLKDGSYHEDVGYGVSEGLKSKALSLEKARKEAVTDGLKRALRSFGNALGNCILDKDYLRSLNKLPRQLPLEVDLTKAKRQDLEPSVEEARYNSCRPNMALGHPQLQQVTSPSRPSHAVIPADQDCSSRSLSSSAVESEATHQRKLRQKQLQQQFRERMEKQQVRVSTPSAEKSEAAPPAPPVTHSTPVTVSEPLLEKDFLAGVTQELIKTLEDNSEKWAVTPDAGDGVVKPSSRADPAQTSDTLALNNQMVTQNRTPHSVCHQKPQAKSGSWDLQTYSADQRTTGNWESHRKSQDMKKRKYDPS
# The depositor's hits bear a star; ? = inconclusive; nt = not tested or not shown.
canonical_smiles	RAD54 branch	XiGFP reactiv	E-sel inducer	esBAF inh	S100A4 inh HTS	ERp5 inh	ERAP1 inh	RAD52 inh
COc1ccc(-c2sc3ccccc3c2/C=C/c2ccncc2)cc1	13	0.0	0.0	7	7	1	-2	-38
O=C(COc1cc2oc(=O)c3c(c2cc1Cl)CCC3)NCCCN1CCCC1=O	-6	0.1	nt	-5	-11	-1	4	-12
CC(C)NC1(C#N)CCN(Cc2ccccc2)CC1	6	0.2	0.3	0	-2	-7	0	-5
CC(=O)c1cccc(NC(=O)c2ccccc2-c2ccccc2C(=O)O)c1	-5	0.0	nt	-14	-18	1	5	1
CNC[C@H]1Oc2cc(C#CC(C)(C)O)ccc2S(=O)(=O)N([C@H](C)CO)C[C@@H]1C	2	-0.1	nt	-2	-9	3	3	-4
O=C(NCC(=O)N(c1cccnc1)C(C(=O)NC1CCCCC1)c1ccccc1)c1ccco1 (centres undefined)	5	0.1	nt	-3	-1	0	1	-7
S=C(Nc1ccccc1)N1CCC(Cc2ccccc2)CC1	1	0.0	nt	11	-23	0	-1	-5
C[C@H]1CN([C@@H](C)CO)C(=O)c2cc(NC(=O)CCCN(C)C)ccc2O[C@H]1CN(C)C(=O)Nc1ccc(F)cc1	5	-0.2	-3.6	-1	7	3	0	-17
COCCCNC(=S)N(CCO)Cc1cc2cc3c(cc2[nH]c1=O)OCCO3	-6	0.3	nt	3	3	2	0	-17
CN1CCN(c2ccc(Cl)cc2NC(=O)CC2OC(=O)c3ccccc32)CC1 (centres undefined)	-4	0.3	2.0	-10	31	-2	-4	-5
CC(C)NC(=O)N(C)C[C@@H]1OCCCC[C@@H](C)Oc2ccc(NS(=O)(=O)c3cn(C)cn3)cc2C(=O)N([C@H](C)CO)C[C@H]1C	0	0.2	nt	-4	49	-7	1	-3
O=C(Cc1ccc2c(c1)OCCO2)Nc1cc(Cl)ccc1N1CCOCC1	4	1.1	0.8	-6	4	-8	1	8
O=C(COc1ncnc2sccc12)NC1CCCCC1	-4	-0.1	0.0	-1	3	-1	-1	-7
COc1cc(S(=O)(=O)Nc2ccncc2)ccc1F	nt	0.0	nt	nt	3	0	2	-3
Nc1cc(Cl)ccc1N1CCCCCC1	nt	0.2	nt	nt	1	2	7	-13
C[C@@H]1CN([C@@H](C)CO)C(=O)Cc2cc(NS(=O)(=O)c3ccc(Cl)cc3)ccc2O[C@H]1CN(C)C(=O)Nc1cccc2ccccc12	1	-0.9	3.5	-3	-4	-5	-3	1
C(#Cc1ccccc1)C[N+]1(CC#Cc2ccccc2)CCCC1	4	0.0	0.0	nt	-3	0	-3	-1
Cc1cc(O)c(C(=O)/C=C/c2ccccc2O)c(=O)o1	-11	-0.1	0.0	-1	2	-2	-1	-17
C[C@H]1CN([C@@H](C)CO)C(=O)Cc2cc(NC(=O)CCCN(C)C)ccc2O[C@H]1CN(C)S(=O)(=O)c1ccccc1	-3	-1.3	10	-3	0	3	-2	-7
CCOC(=O)c1c(C)[nH]c(C(=O)OCc2nc3ccsc3c(=O)[nH]2)c1C	nt	0.2	-0.1	nt	0	3	2	-18

# Remaining list, next part.
canonical_smiles	RAD54 branch	XiGFP reactiv	E-sel inducer	esBAF inh	S100A4 inh HTS	ERp5 inh	ERAP1 inh	RAD52 inh
Cc1ccc(NC(=O)CNC(=O)c2cccc(C)c2)nc1	12	-0.7	-1.6	9	0	-8	1	-13
Cc1cccc(NC(=S)N/N=C/c2cccn2Cc2ccc(F)cc2)c1	nt	0.2	2.1	nt	-2	2	-3	-7
Cc1ccc(S(=O)(=O)Nc2ccc(-c3nc4ccc(C)cc4s3)cc2)cc1	nt	0.0	nt	nt	1	4	1	-9
CN(C)C(=O)c1ccc(-c2ccc3c(c2)[C@@H]2[C@@H](CCN2C(=O)Cc2ccccn2)[C@H](CO)N3C)cc1	5	-0.1	-0.7	8	4	2	-2	-22
CC(=O)c1ccc(OCC(=O)NCCC2=CCCCC2)cc1	-8	0.0	1.0	-1	2	1	1	-10
O=C1CSC(=S)N1/N=C/c1ccc2c(c1)OCCO2	4	0.0	nt	11	3	3	2	-13
O=C1NC(=O)C2(COC(c3cccc([N+](=O)[O-])c3)OC2)S1 (centres undefined)	3	0.0	533*	5	2	-6	5	-8
Cc1cccc(N2CCN(c3ccc(N4C(=O)CCCC4=O)cc3[N+](=O)[O-])CC2)c1C	-3	0.2	0.1	21	3	5	-1	-1
COc1cc(C(=O)N2C[C@H]3CC[C@H]2C3)ccc1OC1CCN(C(C)=O)CC1	8	0.2	-1.3	0	-3	5	1	-2
CC(C)C[C@@H](CO)N1CCN(Cc2cccc(C#N)c2)CCC1=O	-2	-0.1	0.0	-2	3	10	nt	-7
O=C(NCCCN1CCOCC1)c1ccc(CNS(=O)(=O)c2ccc(Br)cc2)cc1	6	0.0	nt	nt	-5	6	0	-7
C[C@@H]1CN([C@@H](C)CO)S(=O)(=O)c2ccc(C#CC(C)(C)O)cc2O[C@H]1CN(C)CC1CC1	2	-0.9	1.0	-4	0	-3	3	4
CNC[C@H]1Oc2ccc(NC(=O)CCCN(C)C)cc2C(=O)N([C@H](C)CO)C[C@@H]1C	-16	-0.7	0.0	4	?	0	-3	-9
Brc1cccc2sc(N3CCCC3)nc12	nt	0.0	-0.9	nt	0	5	3	12
O=c1cc(CSc2nnc(COc3ccccc3Cl)o2)nc2sccn12	8	nt	nt	2	7	3	-1	-19
O=C(N[C@H]1CC[C@H](CCNS(=O)(=O)c2ccccc2)O[C@@H]1CO)c1cccc(F)c1	-2	-0.1	-0.1	3	3	-1	-2	-3
CC(=O)C(Sc1ncnc2sc3c(c12)CCCC3)C(C)=O	nt	-0.1	4.6	nt	-14	7	0	-17
COc1ccc(CN2CCN(C(=O)c3cc(OC)c(OC)c(OC)c3)CC2)cc1OC	nt	nt	nt	-5	-1	-1	-1	-8
COCC(=O)N1[C@H](C#N)[C@H](c2ccc(C3=CCCC3)cc2)[C@H]1CO	11	-0.1	0.3	-2	3	1	-2	-29
Nc1nc2c(-c3ccc(Br)cc3)nnn2c2ccccc12	1	0.0	0.0	16	4	1	-1	-21

# Complete entries from above:
# O=C(Cc1ccc2c(c1)OCCO2)Nc1cc(Cl)ccc1N1CCOCC1 as listed: RAD54 branch = 4; XiGFP reactiv = 1.1; E-sel inducer = 0.8; esBAF inh = -6; S100A4 inh HTS = 4; ERp5 inh = -8; ERAP1 inh = 1; RAD52 inh = 8
# S=C(Nc1ccccc1)N1CCC(Cc2ccccc2)CC1 as listed: RAD54 branch = 1; XiGFP reactiv = 0.0; E-sel inducer = nt; esBAF inh = 11; S100A4 inh HTS = -23; ERp5 inh = 0; ERAP1 inh = -1; RAD52 inh = -5

# (next part)
canonical_smiles	RAD54 branch	XiGFP reactiv	E-sel inducer	esBAF inh	S100A4 inh HTS	ERp5 inh	ERAP1 inh	RAD52 inh
C[C@H](CO)N1C[C@H](C)[C@@H](CN(C)C(=O)Cc2ccccc2)Oc2cc(-c3cncnc3)ccc2S1(=O)=O	-2	0.0	-0.1	2	3	-7	1	24
C=CCNc1cccc2c1S(=O)(=O)N[C@@H](Cc1ccccc1)CO2	nt	-0.1	-0.1	nt	-1	-1	-10	-29
Cc1noc(C)c1NC(=O)Nc1ccc2c(c1)C(=O)N([C@H](C)CO)C[C@H](C)[C@@H](CN(C)C(=O)CCCN(C)C)OCCCC[C@@H](C)O2	7	-0.6	-0.1	0	8	6	0	3
CC(NC(=O)COC(=O)/C=C/c1ccc(Cl)cc1)c1ccccc1 (centres undefined)	-2	0.1	nt	-7	-3	3	3	-15
CC(C)c1ccc(-c2csc(NC(=O)c3cccs3)c2C(=O)O)cc1	-2	0.1	1.9	52*	2	3	nt	-14
Cc1noc(C)c1CSCC(=O)NCCN1C(=O)S/C(=C\c2ccccc2F)C1=O	-2	0.0	-0.3	4	-4	8	0	-18
Cc1ccc(S(=O)(=O)Nc2ccc3c(c2)C(=O)N([C@H](C)CO)C[C@H](C)[C@@H](CN(C)Cc2ccc(C(F)(F)F)cc2)OCCCC[C@H](C)O3)cc1	0	0.4	nt	2	-7	2	0	-25
O=C(Nc1c2c(nc3ccccc13)CCCC2)c1cccc([N+](=O)[O-])c1	nt	-0.1	nt	nt	-5	0	3	-12
COc1cc(NC(=O)Cn2cnc3c(NCc4ccccc4)ncnc32)cc(OC)c1OC	-2	0.2	2.2	-5	-5	0	0	-5
Cc1cccc(C)c1NC(=O)CNC(=O)C(C)NC(C)c1ccccc1Br (centres undefined)	12	0.4	nt	2	15	-1	-1	-17
C[C@@H]1CN([C@H](C)CO)C(=O)c2cc(Br)cnc2O[C@@H]1CN(C)Cc1ccc2c(c1)OCO2	-5	0.0	0.1	-4	10	6	1	-6
CC(C)NC(=O)Nc1ccc2c(c1)C(=O)N([C@H](C)CO)C[C@@H](C)[C@H](CN(C)Cc1ccc3c(c1)OCO3)O2	14	0.6	0.6	2	-52	-2	0	-6
CN(C)CCCNC(=O)C[C@H]1CC[C@@H]2[C@H](COc3ccc(NC(=O)c4ccccc4F)cc3C(=O)N2C)O1	-2	0.1	0.0	14	4	-2	-4	-3
CCOc1ccc(N2CC(C(=O)N3CCCc4ccccc43)CC2=O)cc1 (centres undefined)	-5	-0.1	nt	1	-17	2	-4	-28
C[C@H]1CN([C@@H](C)CO)S(=O)(=O)c2ccc(C3=CCCC3)cc2O[C@@H]1CN(C)Cc1ccccc1	-6	2.0	2.1	1	-17	1	2	-13
O=C(c1[nH]ncc1-c1ccccc1)C1CO1 (centres undefined)	nt	0.0	nt	nt	6	nt	1	-2
C[C@@H]1CN([C@@H](C)CO)C(=O)c2cc(NC(=O)CCCN(C)C)ccc2O[C@@H](C)CCCCO[C@@H]1CN(C)S(C)(=O)=O	-5	-0.7	0.1	1	0	-3	2	3
COc1ccc(Nc2nc(N)nc(CSC(=S)N3CCCCC3C)n2)cc1 (centres undefined)	nt	0.0	nt	nt	7	5	5	1
CCCN1[C@@H]2Cn3c(ccc(-c4ccc(F)cc4)c3=O)[C@H]1[C@@H](C(=O)NCCOC)[C@@H]2CO	-11	0.0	-0.2	-2	1	-3	1	23
O=C(C[C@@H]1C=C[C@H](NC(=O)Nc2ccccc2)[C@H](CO)O1)NCc1ccccn1	0	-0.3	-0.7	1	nt	15	nt	-32

# Further structures.
canonical_smiles	RAD54 branch	XiGFP reactiv	E-sel inducer	esBAF inh	S100A4 inh HTS	ERp5 inh	ERAP1 inh	RAD52 inh
O=C(CN1CCN(CC(=O)c2ccccc2)CC1)c1ccccc1	4	0.0	1.1	-2	6	1	-1	-26
Nc1ccn([C@@H]2O[C@H](C(=O)N[C@H](CO)Cc3ccccc3)[C@@H](O)[C@H]2O)c(=O)n1	-12	nt	-1.7	6	-2	3	-2	-12
CC(NC(=O)CSc1nc(C2CC2)n(-c2ccccc2)n1)c1ccco1 (centres undefined)	7	0.0	?	9	-39	0	2	-4
COc1cc(C(=O)N/N=C2\CCS(=O)(=O)c3ccc(F)cc32)cc(OC)c1OC	1	0.2	-0.2	5	16	-2	-1	0
CC(=O)c1ccc(NC(=O)COC(=O)Cc2ccsc2)cc1	4	-0.3	0.7	-4	-3	-3	-1	5
S=c1[nH]nc(-c2cccnc2)n1-c1ccccc1	1	nt	nt	-6	-3	-4	4	-6
